# GAA glycogen mod: alters human alpha-glucosidase cleavage of glycogen; recombinant GAA, glycogen substrate, Amplex Red glucose oxidase fluorescence; Potency, µM (doses to about 76.4 µM), for the others: at the highest dose activity change, negative = inhibition, actives largely listed as inhibitors; 0.38% of 300,000 active; AID 2100; active = well fitted inhibition curve with a large enough effect; inconclusive = small, poorly fitted or top-dose-only effect, or another doubt; inactive = no such curve, though single readings can be large or run the other way;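 also: 0% = full enzyme reaction and -100% = no-enzyme basal signal; the screen sought inhibitors and activators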
#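 Recombinant human enzyme (4 nM); glycogen substrate; 37 C, 40 min, pH 5.0. Readout: coupled glucose oxidase/Amplex Red fluorescence.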
# * = called active by the depositor; ? = inconclusive; [ ] = dose if it differs, or a comment. Potency is read from the fitted curve at half-maximal effect.
GAA glycogen mod | canonical_smiles
0%[76.3 µM] | CN(C)S(=O)(=O)N1CCC(Oc2cccc(C(=O)NC3CCCCC3)c2)CC1
-6% | c1ccc2nc3c(nc2c1)CCCC3
-3% | Cc1ccc(OCCCCN2CCC(C)CC2)cc1
-3%[76.3 µM] | O=C1COc2ccc(S(=O)(=O)CCC(=O)N3CCN(c4ccccc4)CC3)cc2N1
-4%[76.3 µM] | CC(=O)c1c(C)[nH]c(C(=O)Nc2ccc(F)c(F)c2F)c1C
-2% | O=C(CSc1nnc(NC(=O)c2ccco2)s1)Nc1ccccc1Cl
-2% | Cn1c(CN2CCN(c3ccccc3NS(C)(=O)=O)CC2)nc2ccccc21
-10% | CC(C)CC(NC(=O)C1CCC(=O)N1C(=O)OCc1ccccc1)C(=O)NC(Cc1ccccc1)C(N)=O (centres undefined)
-5%[76.3 µM] | CN(C(=O)CN1C(=O)S/C(=C\c2ccccc2)C1=O)C1CCS(=O)(=O)C1 (centres undefined)
-9% | O=C(CNC(=O)OCc1ccccc1)Oc1ccc2ccc(=O)oc2c1

# Further results follow:
GAA glycogen mod | canonical_smiles
-7%[76.3 µM] | CN(CC(=O)Nc1ccc(F)cc1)C(=O)c1ccccc1OCc1ccc(F)cc1
2%[76.3 µM] | O=C(c1cc(COc2cccc3cnccc23)on1)N1CCCC(CCCO)C1 (centres undefined)
-10%[76.3 µM] | O=C(CCN1CCN(Cc2ccccc2)CC1)NNC(=O)Nc1cccc(C(F)(F)F)c1
? | Cc1ccc(-c2c(C(=O)N/N=C/C3CC=CCC3)nnn2-c2nonc2N)cc1 (centres undefined)
-14%[76.3 µM] | CCn1cc(S(=O)(=O)Nc2cc(C)ccc2F)cn1
5%[76.3 µM] | COC(=O)Cc1c(C)c2ccc(OCC(=O)N3CCCC3)c(C)c2oc1=O
-6%[76.3 µM] | O=C(CSc1nnc(NC(=O)c2ccccc2[N+](=O)[O-])s1)NCc1ccco1
3% | CC(=O)c1ccc(NC(=O)CCCC(=O)c2ccccc2)cc1
-3%[76.3 µM] | Cc1ccc(NC(=O)[C@H](CC(C)C)NC(=O)[C@@H]2Cc3ccccc3CN2)cc1
-24% | Cc1oc2cc3oc(=O)c(CCC(=O)NCCCC(=O)O)c(C)c3cc2c1C

# Further compounds
GAA glycogen mod | canonical_smiles
6% | C#CCOc1c(Br)cc(/C=C2/C(=O)ON=C2C)cc1OC
-26%[76.3 µM] | C/C(=N/NC(=O)c1ccc(-c2ccccc2)cc1)c1cc(O)cc(O)c1
-12% | CCOC(=O)N1CCN(C(=O)c2ccccc2N(Cc2ccccc2)S(=O)(=O)c2ccccc2)CC1
0% | Cc1ccc(C(=O)OCC(=O)N2CCOCC2)c(C)c1
-2%[76.3 µM] | O=C(NN=C1CCCC1)c1cccc(O)c1
13%[76.3 µM] | CCC(C(=O)NC1CCCC1)N(C(=O)Cn1nnc(-c2ccc(C)o2)n1)c1ccccc1OC (centres undefined)
-3% | O=C(CNCCc1ccc(Cl)cc1)Nc1ccc(C(=O)N2CCCCC2)cc1
-10%[76.3 µM] | Cc1c(OCC(=O)NC2CC(C)(C)NC(C)(C)C2)ccc2c1oc(=O)c1ccccc12
-9%[76.3 µM] | O=C(CCc1nnc2ccc(NCc3ccco3)nn12)N1CCN(c2ccccc2F)CC1
5% | COc1ccc(C)cc1NC(=O)CCCNC(=O)Cn1cnc2sc(C)c(C)c2c1=O

# Next entries.
GAA glycogen mod | canonical_smiles
-10%[76.3 µM] | COc1ccc(C(=O)NC(=S)Nc2ccc3oc(=O)ccc3c2)cc1[N+](=O)[O-]
1% | CC1CCN(C(=O)C2CCN(S(=O)(=O)c3cccs3)CC2)CC1
10% | COc1cc(CC(=O)NC(c2ccccc2)c2ccccc2)cc(OC)c1OC
6% | NC(=O)CN1C(=O)C(=O)N(Cc2ccc(F)cc2)C1=O
0% | COc1ccc(CNC(=O)N2CCN(S(=O)(=O)c3ccccc3F)CC2)cc1
-10%[76.3 µM] | CC1(C)Cc2c(sc(NC(=O)c3ccc(C(=O)c4ccccc4)cc3)c2C(N)=O)C(C)(C)N1
0% | COCCNC(=O)/C(C#N)=C/c1c(N2CCN(c3ccccc3)CC2)nc2ccccn2c1=O
5% | COc1ccccc1NC(=O)c1ccc[n+]([O-])c1
-6%[76.3 µM] | COc1ccc(-n2c(SCC(=O)N3CCOCC3)nc3ccccc3c2=O)cc1
2% | CCOc1ccc(NC(=O)COc2ccc(S(=O)(=O)N3CCCC3)cc2)cc1

# Further entries
GAA glycogen mod | canonical_smiles
2% | O=C(CC12CC3CC(CC(Br)(C3)C1)C2)NCc1ccccc1
-1%[76.3 µM] | Cc1ccc(/C=N\NC(=O)CNC(=O)C23CC4CC(CC(C4)C2)C3)o1
-18%[76.3 µM] | Cc1ccc(N2CCN(S(=O)(=O)c3c(C)nc4scc(C)n4c3=O)CC2)c(C)c1
3% | COC1=C(N2CCOCC2)C(=O)c2ccccc2C1=O
1%[76.3 µM] | O=S(=O)(Cc1nnnn1-c1ccc(Br)cc1)c1ccc(F)cc1
15% | CN(C)C(=O)C(OC(=O)c1ccc2ccccc2n1)c1ccccc1 (centres undefined)
1%[76.3 µM] | CSc1ccc(S(=O)(=O)N2CCC(C(=O)NCc3ccccn3)CC2)cc1
1%[76.3 µM] | CCCc1c(C(=O)N/N=C/c2cccs2)nnn1-c1nonc1N
-4%[76.3 µM] | COCC1CCN(C(=O)C2CCC(=O)N(Cc3cccc(C(F)(F)F)c3)C2)CC1 (centres undefined)
-3%[76.3 µM] | S=C(NCCc1ccccc1)NCc1cccc(Cl)c1

# Continuation.
GAA glycogen mod | canonical_smiles
3%[76.3 µM] | Cc1ccc(-n2c(SCC(=O)N3CCOCC3)nc(O)cc2=O)cc1
-16%[76.3 µM] | CCCn1c2ccccc2c2cnn(CC(=O)NC3CCC(C)CC3)c(=O)c21 (centres undefined)
-10%[76.3 µM] | O=C(NCCc1cccc(C(F)(F)F)c1)C1CCC(=O)N(Cc2ccc(Cl)cc2)C1 (centres undefined)
-1%[76.3 µM] | NS(=O)(=O)c1ccc(CCNC(=O)CNC(=O)c2ccc(F)cc2)cc1
-1% | COc1ccc(NC(=O)CN(C)CCOc2ccc(Cl)cc2)cc1OC
-5%[76.3 µM] | Cc1c(C(=O)N(CCc2ccccc2)Cc2ccccc2)cccc1[N+](=O)[O-]
? | Cc1cccc(/C=C(\C#N)C(=O)Nc2ccccn2)c1
-8%[76.3 µM] | COc1ccc(S(=O)(=O)N2CCN(C)CC2)cc1C(=O)N1CCCCC1
-1% | COc1cc(Br)c(CC(=O)NC2CC2)cc1OC
-2%[76.3 µM] | Cc1cccc(NS(=O)(=O)c2c(C(=O)N3CCOCC3)c(C)n(C)c2C)c1C

# In another format: six of the compounds above.
SMILES,GAA glycogen mod
CN(C(=O)CN1C(=O)S/C(=C\c2ccccc2)C1=O)C1CCS(=O)(=O)C1 (centres undefined),-5%[76.3 µM]
O=C(CNC(=O)OCc1ccccc1)Oc1ccc2ccc(=O)oc2c1,-9%
CN(CC(=O)Nc1ccc(F)cc1)C(=O)c1ccccc1OCc1ccc(F)cc1,-7%[76.3 µM]
O=C(c1cc(COc2cccc3cnccc23)on1)N1CCCC(CCCO)C1 (centres undefined),2%[76.3 µM]
O=C(CCN1CCN(Cc2ccccc2)CC1)NNC(=O)Nc1cccc(C(F)(F)F)c1,-10%[76.3 µM]
Cc1ccc(-c2c(C(=O)N/N=C/C3CC=CCC3)nnn2-c2nonc2N)cc1 (centres undefined),?

# Next part:
GAA glycogen mod | canonical_smiles
-12%[76.3 µM] | COc1ccccc1C(=O)C1CCCN(C(=O)c2cnn(C(C)C)c2)C1 (centres undefined)
-6% | O=C(CN1C(=O)NC2(CCCC2)C1=O)Nc1ccc(F)c(Cl)c1
-10% | Cc1ccc(-c2nnc(NC(=O)c3ccco3)s2)cc1
10%[76.3 µM] | CN(Cc1ccco1)S(=O)(=O)c1nnc(NC(=O)c2ccc(F)cc2)s1
1%[76.3 µM] | O=C(Nc1c2c(nn1-c1ccccc1)CS(=O)C2)c1ccc2c(c1)OCO2 (centres undefined)
1% | COc1ccc(CNC(=O)CSc2nnc3c(n2)[nH]c2ccc(F)cc23)cc1
8% | CC(C)c1ccc(CN(C(=O)c2ccco2)C2CCS(=O)(=O)C2)cc1 (centres undefined)
-7%[76.3 µM] | CCOc1ccc(-c2cc(C(=O)N/N=C(\C)c3cccnc3)c3ccccc3n2)c(OCC)c1
3% | O=C(c1cc(=O)c2cc(Cl)ccc2o1)N1CCN(Cc2ccccc2)CC1
3% | O=C(CSc1nc2[nH]c(=O)cc(O)c2s1)Nc1cc(Cl)cc(Cl)c1

# More compounds.
GAA glycogen mod | canonical_smiles
2% | N#C/C(=C\c1cccc(Br)c1)C(=O)N1CCCCC1
-8%[76.3 µM] | CC1CCN(C(=O)COC(=O)CCCN2C(=O)c3cccc4cccc(c34)C2=O)CC1
15%[76.3 µM] | CCOc1ccccc1OCC(=O)Nc1cc2c(cc1C(=O)O)OCCCO2
-7%[76.3 µM] | COCCn1c(C)cc(O)c(C(=O)Nc2cccc(Cl)c2)c1=O
6% | O=C(O)C1CCCN1C1=NS(=O)(=O)c2ccccc21 (centres undefined)
1% | Cc1onc(-c2c(Cl)cccc2Cl)c1C(=O)NC1CCCCC1
-2%[76.3 µM] | Cc1ccc(S(=O)(=O)NC(=O)Nc2ccc(N(C)C)cc2)cc1
-1% | O=C(COC(=O)c1ccccc1F)NC1CCCC1
0%[76.3 µM] | O=C(NCCc1nnc2ccc(SCC(=O)N3CCOCC3)nn12)c1ccccc1
-3%[76.3 µM] | CC(=O)Nc1ccc(NC(=O)CS(=O)(=O)c2cn(CC(=O)N3CCCC3)c3ccccc23)cc1

# (more compounds)
GAA glycogen mod | canonical_smiles
-17%[76.3 µM] | CCN(CC(=O)NCc1ccc(F)cc1)C(=O)CN1CCN(c2ccccc2OC)CC1
-6%[76.3 µM] | CN(Cc1nc2ccccc2n1C)C(=O)c1ccco1
-4%[76.3 µM] | O=C(c1ccco1)N1CCc2[nH]nc(-c3ccc(Cl)cc3)c2C1
1%[76.3 µM] | COc1ccc(/C=N\NC(=O)c2ccccc2F)cc1COc1ccc(F)cc1
-9% | COc1ccc(-n2nc(C(=O)NCC(=O)N3CCN(C)CC3)c3ccccc3c2=O)cc1
-3% | CCn1cc(C(=O)NCCc2ccccc2)c(=O)c2cc(S(=O)(=O)N(C)C)ccc21
0% | COc1ccc(-n2c(=S)[nH]c3cc(C(=O)N(C)Cc4ccccc4)ccc3c2=O)cc1
0% | COc1ccc(CCNC(=O)CNC(=O)c2ccccc2Br)cc1OC
-12% | Cc1ccc(C(C)C)cc1S(=O)(=O)Nc1ccncc1
7%[76.3 µM] | O=C(CNC(=O)N1CC(=O)Nc2ccccc21)NCc1ccccc1

# Remaining list, next part.
GAA glycogen mod | canonical_smiles
3%[76.3 µM] | O=C(NC(=O)N1CCN(c2cccc(Cl)c2)CC1)c1ccc(Cl)cc1
-8% | CCc1ccc(C(=O)Nn2c(C)nc3ccccc3c2=O)cc1
-23% | COc1ccc(NC(=S)N(CCC(C)C)C2CCN(C(C)=O)CC2)cc1
3%[76.3 µM] | Cc1ccc(C(=O)Nc2ccc(C(=O)N/N=C/c3ccc(C)o3)cc2)cc1
0% | CCOC(=O)Cc1csc(NC(=O)Nc2cccs2)n1
-10% | COc1ccc(S(=O)(=O)N2CCC(C(=O)NC3CC3)CC2)cc1
11% | COc1cccc(/C=N/N2CCN(c3ccc(Cl)cc3)CC2)c1OC
-2%[76.3 µM] | COCCN(C(=O)CCC(=O)Nc1nccs1)C(C(=O)NCCC(C)C)c1ccc(F)cc1 (centres undefined)
-1%[76.3 µM] | Cc1c(Cl)cccc1Nc1nc(NCCO)c2ccccc2n1
-4%[76.3 µM] | CC(=O)Nc1ccc(S(=O)(=O)Oc2ccc(Br)cc2C(=S)N2CCOCC2)cc1

# (cont.)
GAA glycogen mod | canonical_smiles
9%[76.3 µM] | Cn1c(SCC(=O)NCc2ccc3c(c2)OCO3)nc2c(c1=O)SCC2
6%[76.3 µM] | COc1cc(Cl)ccc1OCc1cc(C(=O)N2C[C@H]3CC[C@H]2C3)no1
-6%[76.3 µM] | COc1ccc(OC)c(C2=NS(=O)(=O)N(C)C(C(=O)Nc3cccc(C(C)=O)c3)=C2)c1
11% | CCN(c1ccccc1)S(=O)(=O)c1ccc2[nH]c(=O)c(=O)[nH]c2c1
-1% | Cc1c(CC(=O)N[C@@H](C)C(=O)O)c(=O)oc2cc3oc4c(c3cc12)CCCC4
11% | Cc1ccc(-n2c(C)cc(/C=C3\SC(=O)NC3=O)c2C)cc1
0%[76.3 µM] | CCCNc1c(NS(=O)(=O)c2c(F)c(F)c(F)c(F)c2F)c(=O)oc2ccccc12
-7%[76.3 µM] | CCCn1c2ccccc2c2cnn(CC(=O)N3CCOCC3)c(=O)c21
-2%[76.3 µM] | O=C(CSc1ncnc2c1nnn2Cc1ccc(F)cc1)NCC1CCCO1 (centres undefined)
0%[76.3 µM] | COc1ccc(C)cc1NC(=O)CCNS(=O)(=O)c1ccc2c(c1)CCC(=O)N2

# Following part:
GAA glycogen mod | canonical_smiles
7%[76.3 µM] | c1ccc(Cn2c[n+](Cc3ccccc3)c3ccccc32)cc1
3%[76.3 µM] | COc1ccc(N2CC(C(=O)N[C@@H](C)C(=O)NCCc3ccccc3)CC2=O)cc1 (some centres undefined)
5% | COc1ccc(Cl)cc1NC(=O)c1cc(C)no1
-3% | O=C(N/N=C/c1c[nH]c2ccccc12)c1cc(Cl)ccc1O
-1% | Cc1c(C)n(-c2ccccc2)c2ncnc(NCCN(C)C)c12
-19%[76.3 µM] | O=C(Cn1c(=O)[nH]c2ccccc2c1=O)Nc1ccc2c(c1)OCCO2
-7% | CC(C)(C)NC(=O)CN(CCN1CCOCC1)C(=O)CNS(=O)(=O)c1ccc(Cl)cc1
-4% | COc1ccc(-c2nc(N)ncc2-c2ccccc2OC)c(O)c1
0%[76.3 µM] | O=C(OCCN1CCN(C2=NS(=O)(=O)c3ccccc32)CC1)c1ccccc1F
-5% | O=C(NCCCO)c1cc2c([nH]c3ccccc32)c(-c2ccccc2)n1

# Some of the compounds tested, so the mix of outcomes need not match the whole.
